EPAC2 antag: qHTS for Antagonist of cAMP-regulated guanine nucleotide exchange factor 2 (EPAC2): primary screen; EPAC2 GEF exchange of Rap1B-BODIPY-GDP, fluorescence; Potency, µM (highest dose often 114 µM), inactives show at the top dose activity, negative = inhibition, hits mostly inhibitors; Rap guanine nucleotide exchange factor 4 (Homo sapiens), Q8WZA2; hit rate 0.18% among 360,000; note: potency is the fitted concentration of half-maximal effect; % is set by controls: 0 for no effect and ±100 for the full control effect; nearly all actives have a fitted effect of over 45% in size; many of its hits are not listed in these tables
Target sequence (Q8WZA2 whole entry, looked up): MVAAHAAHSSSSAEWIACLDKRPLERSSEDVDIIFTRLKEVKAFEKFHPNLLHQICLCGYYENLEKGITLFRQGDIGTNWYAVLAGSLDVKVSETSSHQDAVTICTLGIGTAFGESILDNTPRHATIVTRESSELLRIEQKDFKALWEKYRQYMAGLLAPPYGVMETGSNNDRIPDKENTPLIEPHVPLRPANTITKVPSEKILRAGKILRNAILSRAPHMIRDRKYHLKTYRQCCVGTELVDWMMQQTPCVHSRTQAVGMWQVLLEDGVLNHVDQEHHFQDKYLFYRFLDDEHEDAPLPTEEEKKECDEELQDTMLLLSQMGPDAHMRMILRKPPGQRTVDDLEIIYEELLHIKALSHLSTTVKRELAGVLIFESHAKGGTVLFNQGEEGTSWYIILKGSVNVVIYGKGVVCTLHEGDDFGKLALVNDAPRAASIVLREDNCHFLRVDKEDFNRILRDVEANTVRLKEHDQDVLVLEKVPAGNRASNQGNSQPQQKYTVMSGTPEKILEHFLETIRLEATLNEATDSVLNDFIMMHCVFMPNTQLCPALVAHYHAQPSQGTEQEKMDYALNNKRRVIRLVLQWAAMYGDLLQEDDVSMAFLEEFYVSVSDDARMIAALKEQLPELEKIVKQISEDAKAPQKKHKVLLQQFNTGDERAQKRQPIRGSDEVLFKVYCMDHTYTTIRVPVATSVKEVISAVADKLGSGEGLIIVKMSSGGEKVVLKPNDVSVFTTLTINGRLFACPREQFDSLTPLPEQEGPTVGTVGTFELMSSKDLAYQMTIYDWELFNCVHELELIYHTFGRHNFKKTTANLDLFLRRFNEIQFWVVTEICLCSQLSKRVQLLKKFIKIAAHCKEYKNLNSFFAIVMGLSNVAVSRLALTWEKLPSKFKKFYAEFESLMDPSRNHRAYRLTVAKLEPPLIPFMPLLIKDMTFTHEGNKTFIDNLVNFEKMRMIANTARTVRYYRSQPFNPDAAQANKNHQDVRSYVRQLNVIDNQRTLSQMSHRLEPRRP
TGFb SMAD3 inh: qHTS for Inhibitors of TGF-b. Potency, µM (highest dose often 46.1 µM), inactives show at the top dose activity, negative = inhibition, hits mostly inhibitors. hit rate 1.2% among 410,000. AID 588855, 2011. HepG2 CAGA-GFP TGF-b/SMAD3 reporter, GFP fluorescence, 18 h; TGF-beta stimulated, 500 pg/mL final; note: potency is the fitted concentration of half-maximal effect; % is set by controls: 0 for no effect and ±100 for the full control effect; nearly all actives have a fitted effect of over 65% in size
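TGF-beta reporter screen: HEPG2 CAGA-GFP, 1% FBS, 500 pg/mL TGF-beta final, 18 h; per-cell GFP summed per well; curves fitted and categorized by class.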
MmCpn inh: Inhibitors of TCP-1 ring complex (TRiC) of Methanococcus maripaludis (MmCpn): qHTS; purified Mm-Cpn ATPase, ADP Transcreener TR-FRET; Potency, µM (series often up to 76.9 µM), for inactives: at the top dose activity, negative = inhibition, hits mostly inhibitors; hit rate 0.031% among 330,000; note: potency is the fitted concentration of half-maximal effect; % is set by controls: 0 for no effect and ±100 for the full control effect; nearly all actives have a fitted effect of over 80% in size
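Purified archaeal chaperonin (25 nM final) was preincubated with compound for 10 min at 37°C, then ATP (10 uM final) was added for 30 min at 37°C in Tris pH 7.4/KCl/MgCl2/DTT buffer. ADP was quantified by HTRF Transcreener TR-FRET.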
A549 viability: Nrf2 qHTS screen for inhibitors: counterscreen for cytotoxicity; Potency, µM (series often up to 46 µM), without a hit: top-dose activity change, negative = cytotoxicity, usual class: inhibitors; A549 ARE-Fluc cells, CellTiter-Fluor viability, 18-24 h; hit rate 0.16% among 390,000; note: potency is the fitted concentration of half-maximal effect; % is set by controls: 0 for no effect and ±100 for the full control effect
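A549 ARE-Fluc cells in 5% FBS OPTI-MEM, 5000 cells/well, rested 2 h then exposed to compounds in concentration-response for 18-24 h at 37 °C. Viability by CellTiter-Fluor fluorescence (Ex 405/Em 525) after 30 min; luciferase luminescence (BugLite, 15 min, RT) read afterwards.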
EPAC2 agonist: qHTS for Agonist of cAMP-regulated guanine nucleotide exchange factor 4 (EPAC2): primary screen | AID 720711, 2013 | Potency, µM (highest dose often 154 µM), inactives show at the top dose activation, usual class: activators | hit rate 0.079% among 360,000 | EPAC2 activation, biochemical qHTS; response scale: 100% = 6.5 mM cAMP response; note: potency is the fitted concentration of half-maximal effect; nearly all actives have a fitted effect of over 50% in size
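Guanine nucleotide exchange by EPAC2 is measured as reduced fluorescence of BODIPY-GDP once it is released from 250 nM Rap1B. Plates are read kinetically for 30 min at room temperature; results are scaled to 6.5 mM cAMP.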
Nrf2 ARE act: qHTS of Nrf2 Activators; Potency, µM (top dose mostly 46.1 µM), inactives show at the top dose activation, hits mostly activators; AREc32 ARE-luciferase reporter (MCF7-derived line), luminescence, 24 h; hit rate 0.31% among 410,000; note: potency is the fitted concentration of half-maximal effect; % of control where 0% means no effect; nearly all actives have a fitted effect of over 65% in size
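AREc32 cells carrying an ARE-driven firefly luciferase, 1000 cells/well in OPTI-MEM with 5% FBS, dosed after overnight attachment and incubated 24 hr at 37 deg C. Steady-Glo luminescence read after 30 min at RT.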
pAkt inh: HTS Assay for Inhibitors of Akt Phophorylation: Primary Screen; Neuro2A IGF-stimulated pAkt S473 HTRF, 20 min; hits give low values; activity change, % for hits at 50 µM; hit rate 0.32% among 360,000; AID 651550, 2012; in the data active = activity change below about -80%; inconclusive = mostly about -51% to -80%; note: % is set by controls: 0 for no effect and ±100 for the full control effect
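Neuro2A cells in DMEM with 0.5% FBS, overnight at 37 deg C, given compound at single 50 µM final, then IGF (6 nM final) for 20 min at 37 deg C. Lysed; phospho-Akt Ser473 by HTRF after 24 h, 665/615 ratio.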
Nrf2 block: Nrf2 qHTS screen for inhibitors. A549 ARE-Fluc reporter, luciferase luminescence, 18-24 h. hit rate 2.1% among 360,000. AID 504444, 2011. Potency, µM (top dose mostly 46 µM), inactives show top-dose activity change, negative = inhibition, hits mostly inhibitors; note: potency is the fitted concentration of half-maximal effect; % is set by controls: 0 for no effect and ±100 for the full control effect; nearly all actives have a fitted effect of over 60% in size
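A549 ARE_Fluc cells (5000/well, 5% FBS OPTI-MEM) pre-incubated 2 h, then treated with compounds 18-24 h at 37C/5% CO2 in concentration-response. CellTiter-Fluor viability read first; BugLite luciferase luminescence after 15 min at room temperature gives Nrf2 activity.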
CCT modulator: High-Throughput Screening for Modulators of Cytosolic Chaperonin Activity | purified chaperonin ATPase assay, HTRF ADP detection, 30 min | activity change, % (no concentration beside the values), hits read low | hit rate 0.3% among 360,000; in the data active = activity change below about -30%; note: % is set by controls: 0 for no effect and ±100 for the full control effect
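TRiC at 40 or 20 nM final (batch-dependent) in 30 mM Tris pH 7.4, 100 mM KCl, 5 mM MgCl2, 1 mM DTT, with compound at single 76 uM and 10 uM ATP, 30 min at 37 deg C. ADP detected by HTRF Transcreener, 665/615 ratio.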
The depositor's hits bear a star; i = inactive; ? = inconclusive; . = no result given; [ ] = another dose, or the depositor's remark. Unless noted, calls come from the whole dose curve; as a rule, active = well fitted curve in the direction sought with a large enough effect; inconclusive = small, poorly fitted or top-dose-only effect, or another doubt; inactive = no such curve, though single readings can be large; an effect the other way counts as inactive or inconclusive. These rows are one share of the data; count on the stated rates, not on these rows.

mol,TGFb SMAD3 inh,Nrf2 block,MmCpn inh,pAkt inh,CCT modulator,A549 viability,Nrf2 ARE act,EPAC2 agonist,EPAC2 antag
FC(F)(F)c1cc(Cl)c2nc(-c3ccccc3)c(Cc3ccsc3)n2c1,.,.,.,i,-2.5,.,?,7.1%,3.3%
Cc1ccc(-c2csc3nc[nH]c(=O)c23)cc1C,-18.3%,-28.6%,0.0%,i,0.6,-11.6%,0.8%,1.5%,2.0%
Cc1ccc(NC(=O)c2nc(S(=O)(=O)Cc3ccc(F)cc3)ncc2Cl)cc1C,5.62µM*,3.6%,.,.,.,?,?,.,.
O=C1COc2ccc(C(=O)COc3ccc(Cl)cc3Br)cc2N1,0.0%,?,-6.3%,i,0.2,-19.5%,3.6%,0.4%,17.1%
Cc1ccc(N(C(=O)CS(=O)CC(=O)Nc2ccc(F)cc2)C(C(=O)NC2CCCCC2)c2ccco2)cc1 (stereo not given),?,7.1%,-0.2%,i,2.3,-4.4%,-0.3%,-11.3%,24.6%
Cc1nnnn1-c1cccc(C(=O)O)c1,-5.3%,12.0%,1.4%,.,1.8,1.2%,-0.1%,5.2%,7.6%
O=C(CNC(=O)c1nc[nH]c1C(=O)N1CCN(c2ccccc2)CC1)OCc1ccccc1,-22.7%,-4.0%,-1.7%,i,0.5,1.6%,-1.5%,10.4%,-3.1%
CC(C)c1ccccc1NC(=O)C1CN(S(=O)(=O)c2ccccc2)CCN1S(=O)(=O)c1ccccc1 (stereo not given),5.6%,-23.6%,-0.5%,i,-0.1,-19.5%,2.5%,0.9%,-2.8%
CC(=O)Nc1ccc(SCC(=O)c2cc(C)n(C)c2C)cc1,?,?,0.1%,i,-0.3,-4.0%,4.1%,2.6%,1.9%
COc1ccc(C2CC(=O)N(CCCN(C)CCc3ccc(OC)c(OC)c3)C2)cc1 (stereo not given),20.2%,?,-1.1%,i,-0.9,16.4%,0.5%,15.2%,0.8%[57.1 µM]
CCC(OC(=O)c1cccs1)C(=O)NCc1ccco1 (stereo not given),-20.0%,-9.7%,-2.8%,i,-2.9,0.7%,0.4%,2.3%,2.7%
CSCCC(NS(=O)(=O)c1ccc(Cl)cc1)C(=O)OCc1cccc(Cl)c1 (stereo not given),?,7.1%,-1.6%,i,-0.1,12.7%,-0.9%[9.22 µM],2.9%,8.2%
O=C(C1CC(=O)N(c2ccc(F)cc2)C1)N1CCCCCC1 (stereo not given),3.8%,-1.5%,2.8%,i,-1.6,0.4%,0.0%,12.3%,-23.0%
CC1(C(=O)NS(=O)(=O)c2ccc(F)cc2F)CCN1C(=O)Cc1ccc(-c2ccccc2)cc1 (stereo not given),10.1%,.,.,i,-0.6,.,0.4%,3.6%,-0.2%
COCCSc1nnc(NC(=O)c2ccc(OC)c([N+](=O)[O-])c2)s1,0.2%,15.4%,-0.4%,i,-1.0,1.4%,5.7%,1.6%,-8.6%
Cc1ccc(NC(=O)C(C)SCc2ccccc2)cc1 (stereo not given),?,?,0.6%,i,-0.9,13.8%,3.9%,10.6%,-8.6%
CC1CCCC(NC(=O)COC(=O)c2ccc(Br)o2)C1C (stereo not given),13.0%,2.5%,-0.3%,i,-2.0,4.3%,-0.5%,-9.3%,6.0%
Cc1cc(C(=O)OCC(=O)N(C)c2ccccc2)c2ccccc2n1,-26.7%,-22.2%,1.3%,i,1.2,3.0%,-0.7%,-0.5%,-26.9%
O=C(CCC(=O)NCCO)NCCO,4.7%,0.4%,-1.4%,i,2.7,-5.8%,0.0%,4.1%,8.7%
CCOC(=O)CNC(=O)OC1CCN2Cc3ccccc3N=C12 (stereo not given),0.3%,0.8%,-0.6%,i,-5.2,-3.9%,-0.4%,4.4%,6.0%
O=C(CN1C(=O)c2cccc3cccc1c23)Nc1ccccc1C(=O)NCc1ccco1,17.0%,-11.7%,.,i,0.7,4.9%,4.0%,5.0%,-14.7%
CC(C)COc1cccc(C(=O)Nc2cc(S(=O)(=O)N3CCOCC3)ccc2N2CCCC2)c1,?,?,.,i,-2.6,-15.4%,-0.1%,-0.4%,-3.3%
Cc1nnc2sc(-c3cccc4ccccc34)nn12,23.8%,-5.2%,-4.1%,i,-3.5,-1.2%,3.2%,-3.4%,-1.8%
CCOc1cc(S(=O)(=O)NCCCN2CCOCC2)ccc1F,-1.7%,-5.4%,-1.0%,i,0.0,-3.4%,-0.1%,0.5%,-15.7%
CCOc1cc(/C=N/NC(=O)c2ccncc2)ccc1OS(C)(=O)=O,?,11.9%,1.8%,i,-0.5,4.7%,0.6%,3.5%,9.7%

Single records (already shown). Order of screens: TGFb SMAD3 inh, Nrf2 block, MmCpn inh, pAkt inh, CCT modulator, A549 viability, Nrf2 ARE act, EPAC2 agonist, EPAC2 antag
CCC(OC(=O)c1cccs1)C(=O)NCc1ccco1 (stereo not given) in the list: -20.0%, -9.7%, -2.8%, i, -2.9, 0.7%, 0.4%, 2.3%, 2.7%
Cc1ccc(-c2csc3nc[nH]c(=O)c23)cc1C in the list: -18.3%, -28.6%, 0.0%, i, 0.6, -11.6%, 0.8%, 1.5%, 2.0%

Next section.
mol,TGFb SMAD3 inh,Nrf2 block,MmCpn inh,pAkt inh,CCT modulator,A549 viability,Nrf2 ARE act,EPAC2 agonist,EPAC2 antag
COCCOC(=O)C1=C(C)NC(=O)NC1c1c(F)cccc1Cl (stereo not given),-3.8%,-13.8%,2.8%,i,-1.2,0.5%,-0.3%,12.6%,-5.4%
COC(=O)C1=C(C)N(c2ccc(Cl)cc2)/C(=C/c2cccs2)C1=O,-9.2%,-11.0%,-0.8%,i,-0.2,-2.7%,0.0%,4.4%,3.3%
CCN(CC)CCNC(=O)c1cc2c(-c3ccc(Cl)cc3)nn(C)c2s1,11.2µM*,19.5%,-1.1%,i,-3.3,-20.8%,-5.5%,3.4%,12.3%
CSc1nnc(-c2ccc(Cl)cc2Cl)o1,0.0%,8.7%,-1.7%,i,-2.4,1.9%,22.1%,6.9%,3.9%
CC(OC(=O)C1=Cc2ccccc2OC1)C(=O)NCC1CCCO1 (stereo not given),15.9%,4.1%,.,i,0.3,?,0.2%,-5.6%,-9.5%
CCCCNc1c(-c2cccc(-c3cc(C(C)=O)cs3)c2)nc2cc(C)ccn12,?,-12.1%,1.0%,i,-2.6,-4.2%,-6.9%,0.2%,-5.3%
CCCCn1nnc(NC(=S)NC(=O)c2cccs2)n1,?,?,0.2%,i,-2.4,6.5%,2.6%,0.6%,-2.0%
NC(=O)C1CCN(S(=O)(=O)c2cc3c4c(c2)CCN4C(=O)CC3)CC1,-2.4%,9.1%,-0.9%,i,-0.9,-3.3%,-0.7%,-0.6%,-7.5%
CCOC(=O)C1C(c2cccnc2)NC(=O)NC1(O)C(F)(F)F (stereo not given),0.2%,-10.6%,1.0%,i,-1.0,-14.8%,-0.1%[9.22 µM],3.8%,-3.8%
CCOC(=O)Cc1nnc(NC(=O)CSc2nnc3c4ccccc4n(C(C)C)c3n2)s1,0.0%,.,-16.6%,i,1.8,-1.6%,-0.7%,-0.8%,-2.8%
CCOc1ccc(C(=O)CC(C(=O)O)N2CCN(Cc3ccccc3)CC2)cc1 (stereo not given),-3.0%,-2.1%,-5.1%,i,0.3,2.0%,?,10.6%,12.6%
O=[N+]([O-])c1cccc(S(=O)(=O)NCCCn2ccnc2)c1,-4.0%,-10.1%,-1.4%,i,-6.9,-1.4%,-0.4%,7.5%,-1.7%
Cc1cc2ncn(/N=C/c3ccc(-c4ccccc4)o3)c2cc1C,?,?,-1.8%,i,0.8,-11.5%,0.4%,-11.3%,-6.4%[57.1 µM]
Cc1cc(-c2nnc(-c3ccccc3)c(-c3ccccc3)n2)c(C)o1,0.0%,?,-2.7%,i,1.1,.,6.6%,0.0%,-3.1%
O=C(COC(=O)CC1CCCC1)Nc1ccc(OC(F)F)cc1,4.2%,-8.8%,0.3%,i,-0.3,-2.1%,-0.1%,-2.1%,-9.0%
NC1=NC(c2ccccc2Cl)n2c(nc3ccccc32)N1 (stereo not given),1.7%,8.1%,1.0%,i,0.4,-8.0%,-0.6%,2.6%,-1.8%
OCCn1nc2c3ccccc3nc-2n(-c2ccccc2)c1=S,0.0%,5.2%,-8.7%,i,-2.8,-6.1%,-0.6%,2.0%,-4.8%
O=C1c2ccccc2C(=O)N1CCCCSc1nc2ccccc2c(=O)n1CCCN1CCOCC1,13.9%,-3.6%,2.9%,i,-0.7,2.5%,-0.1%,10.2%,-6.8%
Cc1ccc(/C=N/NC(=O)c2cccc(S(=O)(=O)Nc3cccc(Cl)c3)c2)o1,2.1%,?,0.9%,i,0.0,-6.5%,-0.1%,1.8%,-2.9%

Assay outcomes (PubChem)
